HTRA1 inh: inhibitors of human serine peptidase HTRA1; AID 504803; inhibition, % at 5.96 µM; recombinant HTRA1, FP-rhodamine activity-based probe, fluorescence polarization; 340,000 tested, 0.5% active; in the data active = inhibition above about 36%;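 note: 0% = enzyme with DMSO and 100% = wells lacking enzyme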
mABHD4 FP: ABHD4 (mouse) inhibition, primary FP screen; inhibition, % at 8.92 µM; Q8VD66; 370,000 tested, 0.54% active; AID 720543; purified mABHD4, FP-Rh probe fluorescence polarization;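 active = inhibition exceeding the mean over every tested compound plus 3 SD, cut at about 30% in these data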;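 note: 0% = plate median of compound wells and 100% = S159A mutant with DMSO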
Target sequence (Q8VD66 whole entry, looked up): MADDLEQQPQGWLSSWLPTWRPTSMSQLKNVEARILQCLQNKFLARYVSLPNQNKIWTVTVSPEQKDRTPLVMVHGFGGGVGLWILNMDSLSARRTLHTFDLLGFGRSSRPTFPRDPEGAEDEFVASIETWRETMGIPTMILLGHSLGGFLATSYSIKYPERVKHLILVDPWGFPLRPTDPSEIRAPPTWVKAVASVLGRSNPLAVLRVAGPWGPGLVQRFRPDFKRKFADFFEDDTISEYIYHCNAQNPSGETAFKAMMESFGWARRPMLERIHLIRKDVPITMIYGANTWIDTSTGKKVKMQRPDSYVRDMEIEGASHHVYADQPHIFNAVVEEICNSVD
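Assay system: mouse ABHD4 enzyme, wild type / Also added: fluorescent activity-based probe FP-Rh / Doses: single nominal dose of 8.92 µM, 0.89% DMSO final / Timing: 45 min compound pre-incubation plus 60 min probe step, 25 °C / Signal: FP readout, ex 525 nm / em 598 nm / Control set: S159A mutant/DMSO as 100%, compound-well median as 0%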
UHRF1 binding: UHRF1 methyl-DNA binding inhibition; Q96T88; UHRF1 binding to methylated oligo, TR-FRET; inhibition, % at 4.4 µM; 370,000 tested, 0.75% active; in the data active = inhibition above about 21%;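 note: UHRF1 SRA domain binding a hemimethylated CpG hairpin DNA probe; 0% = median of test compound wells and 100% = reference inhibitor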
rCAG binder: molecules binding r(CAG) RNA repeats; r(CAG) RNA repeat, TO-PRO-1 dye displacement fluorescence; inhibition, % at 3 µM; 370,000 tested, 1.3% active; AID 651821;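 active = inhibition above the plate cutoff, the mean of all test compounds on that plate plus 3 SD, cut at about 35% in these data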;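 note: 0% = DMSO alone and 100% = 100 µM mitoxantrone as full dye displacement; higher means more dye released from RNA so lower well fluorescence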
PRMT1 inh: inhibitors of human PRMT1 | recombinant PRMT1, activity-based probe fluorescence polarization | inhibition, % at 2.79 µM | 370,000 tested, 1.3% active;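 active = inhibition above about 21% made by adding two undisclosed values, limit read from the data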
Target sequence (Q99873 whole entry, looked up): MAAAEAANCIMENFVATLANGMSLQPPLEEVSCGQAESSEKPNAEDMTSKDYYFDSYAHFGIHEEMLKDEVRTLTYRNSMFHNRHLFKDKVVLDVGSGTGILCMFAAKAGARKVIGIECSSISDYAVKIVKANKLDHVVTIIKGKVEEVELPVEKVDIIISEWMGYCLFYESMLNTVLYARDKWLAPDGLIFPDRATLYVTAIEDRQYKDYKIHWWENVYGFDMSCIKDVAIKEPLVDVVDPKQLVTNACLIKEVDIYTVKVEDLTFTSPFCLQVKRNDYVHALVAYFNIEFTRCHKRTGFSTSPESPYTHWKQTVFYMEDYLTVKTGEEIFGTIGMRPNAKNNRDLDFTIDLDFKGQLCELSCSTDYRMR
MBD2 inh: blocks human MBD2 binding to methylated DNA. 370,000 tested, 0.31% active. Q9UBB5. TR-FRET, MBD2 binding to methylated oligonucleotide. AID 686964. inhibition, % at 4.4 µM; in the data active = inhibition above about 13%
PG9 binder: PG9 antibody binding by small molecule; TR-FRET gp120-PG9 antibody binding; 360,000 tested, 0.43% active; inhibition, % at 6.7 µM; AID 624416; in the data active = inhibition above about 8.5%
TCR-CD3 inh: inhibitors of human TCR-CD3 interaction; TAMRA-labeled TCR probe fluorescence, biochemical; inhibition, % at 9.4 µM; 360,000 tested, 0.37% active; AID 651800; in the data active = inhibition above about 19%;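 note: recombinant mutant TCR 2C K166C tagged with TAMRA read by polarization; 0% = receptor in buffer alone and 100% = receptor with positive control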
LEDGF integ inh: blocks HIV-1 LEDGF/p75-dependent DNA integration; TR-FRET IN-LEDGF/p75 DNA integration, Eu/Cy5; inhibition, % at 3.7 µM; 370,000 tested, 0.64% active; AID 743269;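 active = inhibition above the screen-wide mean plus 3 SD, cut at about 13% in these data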;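 note: signal is the Cy5 over europium emission ratio at 671 and 618 nm; 0% = plate median of compound wells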
Rev-erbA mod: modulators of human Rev-erb alpha DNA binding | P20393 | Rev-erbα–FITC-DNA binding, fluorescence polarization, 90 min | activity, % at 10 µM | 370,000 tested, 0.79% active;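 active = activity above about 14%, limit read from the data; passing the limit was not always enough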;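 note: 0% = DMSO wells with 35 nM protein and 100% = DMSO wells with 750 nM protein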
An asterisk follows results filed as active; . = not tested or not shown. An excerpt; count on the stated rates, not on these rows.

SMILES	HTRA1 inh	mABHD4 FP	UHRF1 binding	rCAG binder	PRMT1 inh	MBD2 inh	PG9 binder	TCR-CD3 inh	LEDGF integ inh	Rev-erbA mod
C[C@]12CC[C@@H](O)CC1=CCC1C2CC[C@@]2(C)C1C[C@@H](F)[C@@H]2O (stereo partly drawn)	4	-2	3	-1	2	3	0.6	-1	-5	0
COP(=O)(NS(=O)(=O)c1ccccc1)OC	-3	1	-1	-1	-7	-2	-1.1	4	1	-5
O=[N+]([O-])c1cccc(CN2CC=C(c3ccc(F)cc3)CC2)c1	-7	-2	3	-2	3	1	-0.2	-8	-4	-3
c1ccc(C2NCc3ccccc3-n3cccc32)cc1 (stereo not drawn)	-2	6	3	3	2	-2	1.5	-7	-6	2
Oc1c(Cl)cccc1Cc1cc(Cl)cc(Cl)c1O	11	-77	-1	59*	-2	-5	-2.6	3	2	-6
CCC(C(=O)N1CCC2(CC1)OCCO2)n1c2ccccc2c2nc(=O)cc(C)n21 (stereo not drawn)	-4	6	11	-4	1	-1	-0.1	0	-4	0
CCCCCn1c(=O)c(C(=O)Nc2ccccc2)c(O)c2ccccc21	2	-7	4	2	-5	-4	-2.6	-1	0	21*
Nc1ccc([N+](=O)[O-])cc1	-1	-4	-6	0	0	-3	-1.0	4	-1	-8
C#CC[N+]1(C)[C@@H]2CC[C@H]1CC(OC(=O)C(CO)c1ccccc1)C2 (stereo partly drawn)	3	2	-1	-2	-3	4	0.3	8	1	-3
CCCCn1nnnc1C(C1CC1)N1CCC(n2c(=O)[nH]c3ccccc32)CC1 (stereo not drawn)	.	-1	-1	1	-3	-3	-1.0	3	1	-5
O=C(C1CCN(S(=O)(=O)N2CCOCC2)CC1)N1CCC2(CC1)OCCO2	5	1	6	2	2	3	-0.8	-2	8	8
COC(=O)C1=C(c2cc3ccccc3s2)C[C@@H]2CC[C@H]1N2C(=O)NCC1CC1	-4	-2	5	-5	2	1	-2.0	0	0	2
CNS(=O)(=O)c1ccc(N=Cc2c(O)n(-c3ccc(C)cc3)c(=O)[nH]c2=O)cc1	2	-7	-3	-1	2	3	-0.8	4	2	5
O=c1[nH]c(O)c(N=Nc2cc(C(F)(F)F)ccc2Cl)c(=O)[nH]1	-2	6	-1	14	6	-7	-1.0	-6	-1	-1
CC#CP(=O)(OCC)C(O)(c1ccccc1)C(F)(F)F (stereo not drawn)	0	-10	1	-10	4	-3	0.7	-8	-1	-2
Cc1ccc(S(=O)(=O)N2CC2(C)CCl)cc1 (stereo not drawn)	2	0	3	2	-4	5	-0.8	5	0	9
CCN(CC)c1ccc(N=Cc2c(O)n(CCC3=CCCCC3)c(=O)[nH]c2=O)cc1	-1	2	-4	-1	3	-5	-1.6	5	6	-2
CCn1c(C)cc(/C=C2\C(=O)NC(=O)N(c3ccccc3C)C2=O)c1C	4	7	-2	0	-2	1	-4.7	8	0	-2
COC(=O)C1=C(c2ccc3ccccc3c2)C[C@@H]2CC[C@H]1N2C	1	3	-2	-7	-4	-2	-0.1	6	2	4
CCc1c(C)nc(N)nc1N1N=C1SCC(=O)OC	1	5	-2	0	-2	0	-1.0	2	-5	-3
COc1ccc(-n2nnnc2C(c2cc3ccccc3o2)N2CCC(n3c(=O)[nH]c4ccccc43)CC2)cc1 (stereo not drawn)	.	-30	7	12	7	8	-0.4	0	-3	2
COc1cccc(CN2CCNCC2)c1	-2	2	3	0	3	5	0.6	-1	0	3
COc1ccc2c(c1)NP(=S)(c1ccccc1)N2 (stereo not drawn)	20	16	-5	11	15	-2	-6.7	8	1	-11
CN1C2CCC1CC(OC(=O)CCN1CCCC1)C2 (stereo not drawn)	1	6	-3	-1	0	2	-1.5	-2	-3	3
CCOC(=O)Cn1cc(C=C2C(=O)N(C)C(=O)N(C)C2=O)c2ccccc21	-4	7	-2	-2	16	-2	-1.7	5	3	-2
Cc1cccc(N=Cc2c(O)n(C)c(=O)n(C)c2=O)c1	5	1	-2	-3	-1	0	1.0	4	-2	-7
COC(=O)C1=C(c2cccc(OC)c2OC)C[C@@H]2CC[C@H]1N2C(=O)N1CCC(C)CC1	2	-4	3	-3	2	10	-1.9	-7	-4	4
N=C1c2ccccc2CN1c1ncccn1	-15	5	-13	5	-1	0	0.2	-4	-4	-5
CC(=NCCN1CCCCC1)c1c(O)n(Cc2ccccc2)c(=O)[nH]c1=O	1	-5	-2	9	0	-4	-0.4	1	0	-3
Cc1ccc(N2C(=O)NC(=O)/C(=C\c3ccoc3)C2=O)cc1	-6	-13	2	14	-5	2	-2.6	12	11	9
COc1ccc(CCn2c(O)c(C=Nc3ccc(F)cc3)c(=O)[nH]c2=O)cc1OC	.	4	1	-2	3	-6	-0.4	6	1	130*
C[C@@]1([C@@H](NP(=O)(c2ccccc2)c2ccccc2)c2ccccc2)C[C@H]1CCO	-7	4	-1	-10	-2	0	2.0	7	1	-2
CCCN1CC(C)C(OC(C)=O)(c2ccccc2)CC1C (stereo not drawn)	0	-2	1	-2	1	2	1.2	2	0	10
C[C@]12CCC3C(CC[C@H]4C[C@@H](O)CC[C@]34C)C1C[C@@H](Br)[C@@H]2O (stereo partly drawn)	.	2	3	3	1	6	3.0	1	-6	-3
O=C(Nc1ccc2c(c1)OCO2)c1cn(Cc2ccc(F)cc2)nn1	8	6	-1	-2	-1	0	0.1	8	-4	3
Cc1cccc(N=Nc2ccc(N(C)C)cc2)c1	12	-1	-2	4	-2	0	-1.6	-15	-2	15
C[C@@H]1CN([C@@H](C)CO)C(=O)CCCn2nncc2CO[C@H]1CN(C)C(=O)Oc1ccccc1	2	-3	-4	-2	-7	3	-1.8	-2	6	-6
O=C(O)Cn1cc(/C=C2\C(=O)NC(=O)N(c3ccc(Cl)cc3)C2=O)c2ccccc21	-20	1	-3	11	1	-4	0.2	-6	0	-3
COc1ccc(S(=O)(=O)N2Cc3ccccc3-n3nncc3C2)cc1	1	3	-2	1	-2	-2	-0.7	-4	-1	3
CCOc1ccc2c(c1)c(C(C)=O)c(C)n2Cc1ccco1	-9	2	0	-5	2	-1	1.2	7	1	-8

Compounds above containing a furan ring, fused or not:
SMILES	HTRA1 inh	mABHD4 FP	UHRF1 binding	rCAG binder	PRMT1 inh	MBD2 inh	PG9 binder	TCR-CD3 inh	LEDGF integ inh	Rev-erbA mod
COc1ccc(-n2nnnc2C(c2cc3ccccc3o2)N2CCC(n3c(=O)[nH]c4ccccc43)CC2)cc1 (stereo not drawn)	.	-30	7	12	7	8	-0.4	0	-3	2
Cc1ccc(N2C(=O)NC(=O)/C(=C\c3ccoc3)C2=O)cc1	-6	-13	2	14	-5	2	-2.6	12	11	9
CCOc1ccc2c(c1)c(C(C)=O)c(C)n2Cc1ccco1	-9	2	0	-5	2	-1	1.2	7	1	-8

(further entries)
SMILES	HTRA1 inh	mABHD4 FP	UHRF1 binding	rCAG binder	PRMT1 inh	MBD2 inh	PG9 binder	TCR-CD3 inh	LEDGF integ inh	Rev-erbA mod
Cc1ccc2ccccc2c1NC(=O)CNC1CCCCC1	5	-3	0	-3	0	18*	2.1	-1	0	0
COc1ccc(N=C2SCCCN2C)cc1	6	-2	6	1	4	3	1.5	-3	11	4
COc1ccc(OC)c(CN2CCN(C(=O)COc3cccc(C)c3)CC2)c1	1	7	3	0	-1	0	-0.8	2	1	2
Cc1ccc(C2SCC(=O)Nc3c2c(=O)[nH]n3C2CCOC(C)(C)C2)cc1 (stereo not drawn)	1	-1	-4	-4	-3	-8	-3.3	7	0	-5
Cc1occc1C(=O)N1CCC2(CC1)OCCO2	1	-3	-3	-1	1	7	0.5	1	-2	-3
CN1C(=O)C(=Cc2ccccc2Oc2ccc(Cl)cc2)C(=O)N(C)C1=O	-16	-3	-3	3	21*	-3	-2.0	7	-3	-4
O=C(NCNC(=O)NC1C(=O)NC(=O)N1CO)NC1C(=O)NC(=O)N1CO (stereo not drawn)	0	-2	-1	2	0	1	-2.0	5	-2	-3
Cc1nc2ccsc2c(=O)n1-c1ccccc1Cl	-2	0	-1	-1	-3	-1	-1.7	2	4	-1

Record cards, as listed above.
Listed for `Cc1cccc(N=Nc2ccc(N(C)C)cc2)c1` = HTRA1 inh: 12; mABHD4 FP: -1; UHRF1 binding: -2; rCAG binder: 4; PRMT1 inh: -2; MBD2 inh: 0; PG9 binder: -1.6; TCR-CD3 inh: -15; LEDGF integ inh: -2; Rev-erbA mod: 15
Listed for `COc1ccc(OC)c(CN2CCN(C(=O)COc3cccc(C)c3)CC2)c1` = HTRA1 inh: 1; mABHD4 FP: 7; UHRF1 binding: 3; rCAG binder: 0; PRMT1 inh: -1; MBD2 inh: 0; PG9 binder: -0.8; TCR-CD3 inh: 2; LEDGF integ inh: 1; Rev-erbA mod: 2
